# TexasRed fluor – alters Texas Red total fluorescence, flagging assay interference; hit rate 0.29% among 280,000; TRb/SRC2 Texas Red total fluorescence interference; Potency, µM (series often up to 106 µM), without a hit: at the top dose fluorescence change, negative = quenching; active = well fitted curve in either direction with a large enough effect; inconclusive = small, poorly fitted or top-dose-only effect
#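 Human TRb ligand-binding domain at 0.6 uM with 20 nM Texas Red SRC2 peptide in Tris buffer containing 1 uM T3 and 5% DMSO, incubated with compound 5 h at ambient temperature. Total fluorescence (555/632 nm) calculated as parallel + 2 × perpendicular.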
# Tau fibril FP – tau fibrillization inhibition (FP) | P10636 | K18 P301L tau heparin fibrillization, Alexa594 FP, 6 h | Potency, µM (series often up to 57.7 µM), for the others: at the highest dose activity, negative = inhibition, usual class: inhibitors | hit rate 0.39% among 280,000 | AID 1468; note: nearly all actives have a fitted effect of over 55% in size
# Target sequence (P10636 561-689 P618L limits assumed): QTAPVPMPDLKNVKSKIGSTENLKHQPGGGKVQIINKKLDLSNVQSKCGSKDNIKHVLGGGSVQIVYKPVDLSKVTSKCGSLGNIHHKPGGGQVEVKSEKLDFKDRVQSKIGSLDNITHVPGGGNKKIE
#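 Human K18 P301L fragment (15 uM unlabeled plus 0.24 uM Alexa 594-labeled) in 100 mM sodium acetate pH 7 with compound, aggregation induced by 20 uM heparin for 6 hr at 37 C. ThT (30 uM) added for 1 hr, then Alexa 594 FP read.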
# Tau ThT inhib – tau fibrillization inhibition (ThT binding). P10636. recombinant tau K18 P301L, heparin-induced fibrillization, ThT fluorescence. Potency, µM (series often up to 57.4 µM), without a hit: at the highest dose activity, negative = inhibition, hits mostly inhibitors. hit rate 2.1% among 270,000; note: nearly all actives have a fitted effect of over 55% in size
#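 Recombinant human tau K18 fragment […] carrying P301L, 15 uM unlabeled plus 0.24 uM Alexa 594-labeled, was fibrillized with 20 uM heparin in 100 mM sodium acetate pH 7 for 6 hr at 37 C; 30 uM ThT fluorescence read after 1 hr.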
# TRb SRC2 PPI – TRbeta-SRC2 interaction inhibition; P10828; TRbeta-SRC2 peptide binding, fluorescence polarization; receptor liganded with 1 µM T3; Potency, µM (top dose mostly 106 µM), for the others: top-dose activity change, negative = inhibition, most hits filed as inhibitors; hit rate 0.065% among 280,000;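 note: plate controls were bound peptide for no effect and peptide without receptor for full effect; nearly all actives have a fitted effect of over 50% in size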
# Target sequence (P10828 whole entry, looked up): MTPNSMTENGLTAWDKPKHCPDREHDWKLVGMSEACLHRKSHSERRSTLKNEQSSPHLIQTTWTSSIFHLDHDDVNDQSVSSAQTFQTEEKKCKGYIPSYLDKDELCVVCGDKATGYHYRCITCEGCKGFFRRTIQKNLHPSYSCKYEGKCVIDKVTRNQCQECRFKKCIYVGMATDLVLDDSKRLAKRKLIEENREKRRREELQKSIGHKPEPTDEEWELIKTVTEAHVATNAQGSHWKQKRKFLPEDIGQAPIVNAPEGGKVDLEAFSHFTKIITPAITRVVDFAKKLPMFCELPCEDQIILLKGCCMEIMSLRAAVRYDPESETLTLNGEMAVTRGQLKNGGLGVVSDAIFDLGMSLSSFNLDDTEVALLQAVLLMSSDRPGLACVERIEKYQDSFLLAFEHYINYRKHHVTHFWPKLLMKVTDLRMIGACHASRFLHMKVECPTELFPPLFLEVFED
#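 Compounds were added to 0.6 uM TRb ligand-binding domain and 20 nM Texas Red-labeled SRC2 peptide in Tris buffer containing 1 uM T3, incubated 5 hr at ambient temperature, then read by fluorescence polarization.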
# aGal spleen mod – inhibitors or activators of human alpha-galactosidase in spleen homogenate. P06280. human spleen homogenate, 4MU-alpha-Gal fluorescence, 40 min. Potency, µM (highest dose often 80 µM), for inactives: at the highest dose activity change, negative = inhibition, usual class: inhibitors. hit rate 0.008% among 240,000;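 note: 0% = enzyme with vehicle and -100% = no enzyme basal signal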
#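 qHTS titration in buffer at pH 5.0. Alpha-galactosidase activity in spleen homogenate was measured via 4-methylumbelliferone release from 1 mM fluorogenic substrate after 40 min at 37C and a pH 10 stop. AC50 came from Hill fits of control-normalized data.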
# Tau fluor counter – counter-screen for tau fibril formation inhibitors | tau K18 P301L (four-repeat tau fragment) Alexa594 fluorescence, heparin fibrillization | Potency, µM (doses to about 57.7 µM), for the others: at the top dose activity change, negative = decrease | hit rate 0.93% among 280,000; note: nearly all actives have a fitted effect of over 55% in size
#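 Human K18 P301L tau (15 uM unlabeled plus 0.24 uM Alexa 594-labeled, final) in 100 mM sodium acetate pH 7 was mixed with compound and 20 uM heparin and incubated 6 hr at 37 C.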
# ALDH1A1 inh – blocks purified human ALDH1A1 activity | Potency, µM (highest dose often 75.3 µM), inactives show at the highest dose activity, negative = inhibition, hits mostly inhibitors | hit rate 7.3% among 220,000 | P00352 | Purified ALDH1A1, NADH fluorescence, propionaldehyde substrate; active = well fitted inhibition curve with a large enough effect, not every such curve was filed as active; inconclusive = small, poorly fitted or top-dose-only effect, or another doubt; inactive = no such curve, though single readings can be large or run the other way;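 note: plate controls were no enzyme wells and a reference inhibitor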
# Target sequence (P00352 whole entry, looked up): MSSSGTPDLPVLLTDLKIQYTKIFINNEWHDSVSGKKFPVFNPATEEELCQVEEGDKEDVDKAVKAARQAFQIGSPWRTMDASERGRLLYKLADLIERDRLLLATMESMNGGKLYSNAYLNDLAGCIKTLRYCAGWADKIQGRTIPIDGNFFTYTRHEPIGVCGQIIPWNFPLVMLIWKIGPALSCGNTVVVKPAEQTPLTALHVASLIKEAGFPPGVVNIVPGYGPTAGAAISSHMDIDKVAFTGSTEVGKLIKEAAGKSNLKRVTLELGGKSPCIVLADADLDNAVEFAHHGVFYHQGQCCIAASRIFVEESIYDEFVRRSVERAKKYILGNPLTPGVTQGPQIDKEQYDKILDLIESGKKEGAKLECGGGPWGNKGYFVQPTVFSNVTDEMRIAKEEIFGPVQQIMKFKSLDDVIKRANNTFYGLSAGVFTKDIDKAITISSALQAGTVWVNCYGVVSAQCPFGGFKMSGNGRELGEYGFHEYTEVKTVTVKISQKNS
# L3MBTL1 block – L3MBTL1 (human) inhibition; Q9Y468; AlphaScreen L3MBTL1–H3K9me1 peptide binding; Potency, µM (doses to about 57.1 µM), for inactives: top-dose activity, negative = inhibition, actives largely listed as inhibitors; hit rate 0.66% among 230,000; AID 485360; note: nearly all actives have a fitted effect of over 60% in size
#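 AlphaScreen proximity signal between nickel-chelate acceptor and streptavidin donor beads (final 10 ug/mL) reports binding of 50 nM L3MBTL1 to 75 nM biotin-H3 K9me1 peptide; complex incubated with compounds 30 min at room temperature; cefsulodin titration as control.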
# * hit, by the source's call; ? = inconclusive; . = not tested or not shown; [ ] = another dose, or the depositor's remark. Unless noted, calls come from the whole dose curve; as a rule, active = well fitted curve in the direction sought with a large enough effect; inconclusive = small, poorly fitted or top-dose-only effect, or another doubt; inactive = no such curve, though single readings can be large; an effect the other way counts as inactive or inconclusive. Unless noted, % is set by controls: 0 for no effect and ±100 for the full control effect; potency is the fitted concentration of half-maximal effect.
SMILES,TexasRed fluor,Tau fibril FP,Tau ThT inhib,TRb SRC2 PPI,aGal spleen mod,Tau fluor counter,ALDH1A1 inh,L3MBTL1 block
CC(C)(C)NC(=O)c1ccc(COCC(F)(F)F)o1,2%,0%,-7%,-5%,3%,-1%,5%,.
O=S1(=O)CC/C(=N/Nc2ccccn2)c2cc(F)ccc21,-1%,-2%,3%,0%,-13%,1%,.,4%
Nc1nnnn1/N=C/c1cccc(O)c1,-2%,4%,8%,2%,2%,4%,1%,12%
CCOC(=O)c1cc(NC(=O)N2CCOCC2)c(C)nc1C,-2%,0%,-9%,13%,3%,2%,6%,1%
COC(=O)C1C(c2ccccc2)C(C(=O)N2CCOCC2)C1c1ccccc1 (centres undefined),2%,3%,2%,-5%,-4%,1%,7%,-2%
COc1ccccc1-c1cn(C(C)(C)C)nc1C,2%,4%,11%,2%,1%,7%,1%,24%
O=C(Nc1ccc2c(c1)OCCO2)c1cnccn1,-5%,0%,?,2%,-1%,-8%,7%,.
NC1=C([N+](=O)[O-])C(c2ccccc2)C2=C(CCCC2=O)O1 (centres undefined),-2%,-11%,-12%,1%,8%,-7%,-3%,5%
Fc1ccc(C(c2nnnn2Cc2cccs2)N2CCN(C3CCCCC3)CC2)cc1 (centres undefined),0%,-4%,-10%,-2%,6%,-7%,?,.
O=C1c2ccccc2C(Nc2ccc(F)c(Cl)c2)N1c1ccccn1 (centres undefined),-2%,-3%,-1%,-7%,-1%,-21%,-7%,.
CCOc1ccc(NC(=O)c2ncn(-c3ccccc3)n2)cc1,-1%,-12%,?,-6%,.,-22%,.,.
Nc1ncnc(Nc2cccc(Cl)c2Cl)n1,-1%,6%,2%,4%,-2%,3%,-11%,-3%
FC(F)(F)c1cc(-c2ccco2)nc2ncnn12,-3%,3%,4%,3%,1%,7%,?,4%
COc1ccc(OC)c(N(C)S(=O)(=O)c2ccc3c(c2)NC(=O)CC(=O)N3)c1,-2%,-1%,-11%,-3%,.,-13%,.,.
CC1(C)CC(C2N3CC4(C)CN2CC(C)(C3)C4=O)CCO1 (centres undefined),1%,-2%,-2%,-12%,-2%,-3%,10%,3%
Cc1cc2cc(CNC(=O)c3ccc4c(c3)OCO4)ccc2[nH]1,3%,2%,?,-5%,3%,?,35µM*,-11%
Cc1ccc(-n2c(CSc3nc(C)cc(C)n3)nnc2SCC(=O)N2CCCC2)cc1,-2%,7%,-12%,-9%,-3%,-4%,?,-1%
Cc1ccc(NC(=O)C2CCN(c3nc(C)cc(C)n3)CC2)cc1,2%,5%,0%,7%,4%,0%,?,-5%
CC(=O)Nc1ccc(-c2cc(-c3ccc(NC(C)=O)cc3)nc(-c3ccccc3)n2)cc1,4%,14µM*,15%,-20%,6%,-8%,?,2%
c1ccc(SCc2cc(-c3ccccc3)no2)cc1,-6%,-7%,-8%,-5%,-7%,-10%,0%,7%[11.4 µM]
CCCC/C(O)=C1\C(=O)CC(C)(C)CC1=NCCCCCC(=O)O,-4%,3%,-3%,-6%,1%,4%,0%,-4%
CCOC(=O)c1nn(-c2ccc(C)cc2)cc1O,-4%,2%,-8%,9%,-1%,-13%,?,.
CSc1ccc(S(=O)(=O)NC(C)c2ccccc2)cc1 (centres undefined),-2%,1%,3%,-5%,8%,-8%,?,4%
Cc1ccc(-n2c(=O)c3c(C)c(C(=O)N(C)C)sc3n(CC(=O)N(C)c3ccccc3)c2=O)cc1C,-2%,2%,0%,1%,.,-1%,.,.
O=C1NCCCC1C(=O)N/N=C/c1cccc([N+](=O)[O-])c1 (centres undefined),-4%,8%,1%,-3%,0%,10%,-10%,7%
CCCCN(C(=O)CSc1nnc(-c2ccco2)o1)c1c(N)n(Cc2ccccc2)c(=O)[nH]c1=O,-2%,-3%,-3%,6%,4%,-6%,8%,3%
COc1cc(OC)c(/C=N/NC(=O)c2ccc(Cn3nc([N+](=O)[O-])cc3C)cc2)c(OC)c1,-1%,-9%,-2%,-6%,4%,2%,?,0%
O=C(COC(=O)/C=C/c1ccccc1[N+](=O)[O-])NC1CC1,-8%,4%,-1%,-6%,3%,-1%,-2%,-10%
Cc1c(Br)c([N+](=O)[O-])nn1CC(=O)Nc1c(C)n(C)n(-c2ccccc2)c1=O,-33%,-4%,-7%,1%,-9%,-10%,-4%,8%
Cc1ccc(CNC(=O)c2cc(COc3c(F)cccc3F)on2)s1,-1%[53 µM],2%,-15%,7%[53 µM],-15%,-28%,?,12%
O=C(Nc1nc2n(n1)C(c1ccc(F)cc1)C=C(c1ccccc1)N2)c1ccco1 (centres undefined),0%,1%,-14%,3%,.,-8%,.,.
O=C(CSc1nc2ccccc2[nH]1)N1CCN(C(=O)c2ccco2)CC1,2%,1%,11%,-2%,-2%,9%,?,8%
Brc1ccc(-c2nnc3sc(CNC4CCCC4)cn23)cc1,-6%,-4%,-9%,1%,3%,-10%,-4%,3%
CCOC(=O)Cn1c(=O)oc2cc(S(=O)(=O)NCc3cccs3)ccc21,-3%,3%,-8%,-4%,9%,-14%,19%,.
Cc1nc(NC(=O)c2ccccc2)sc1-c1csc(Nc2cccc(F)c2)n1,-3%,?,7.9µM*,-7%,4%,11µM*[quencher],?,-1%
COc1ccc2c(c1)CCCN2C(N)=Nc1ccc(Cl)cc1,2%,-6%,-6%,-2%,-10%,-10%,.,.
CC(C)NC(=O)c1ccc2c(c1)nnn2C,-5%,3%,2%,0%,-10%,5%,1%,-4%
COc1ccc(/C=C/C(=O)Nc2ccccc2)cc1OC,-1%,-9%,14%,5%,2%,-18%,-9%,2%
COc1ccccc1N1CCN(C(=O)c2cn(-c3ccccc3)nc2-c2cccnc2)CC1,-6%,4%,-10%,1%,-6%,-4%,?,.
COc1ccc(C(=O)NCC(c2cccnc2)N2CCN(c3ccc(F)cc3)CC2)cc1 (centres undefined),-19%,-7%,?,4%,.,-25%,.,.
CCN(C(=O)Nc1cn(CC(C)C)c(=O)c2ccccc12)c1cc(C)ccc1C,-8%,2%,-6%,-1%,.,-7%,.,.
CCOC(=O)n1c(=O)n(C)c2ccc(Cl)cc21,0%,0%,-1%,-10%,-1%,-5%,12%,?
COc1ccc(CCN2C(=O)CCC2(C)C(=O)NCc2cccnc2)cc1OC (centres undefined),-1%,-3%,6%,0%,-4%,4%,2%,.
CC(C)c1ccc(/C=N/NC(=O)CN(c2cccc(Cl)c2Cl)S(C)(=O)=O)cc1,0%,?,-4%,-14%,?,?,0%,-2%
Cc1ncoc1C(=O)Nc1ncc([N+](=O)[O-])s1,-4%,?,25µM*,0%,1%,-20%,?,?
O=C(Nc1ccccc1)c1ccccc1OCc1ccc(S(=O)(=O)N2CCOCC2)cc1,-1%,?,-18%,0%,-4%,-27%,-2%,.
Cc1ccc(C)c(CSc2cn(CCNC(=O)c3ccccc3F)c3ccccc23)c1,2%,-1%,?,9%,.,?,.,.
CC(C)(SC(=S)N1CCCCCC1)C(=O)O,-7%,-20%,-5%,-5%,7%,-10%,?,19%
O=C(O/N=C1/CCCc2occc21)c1ccc(F)cc1,-1%,3%,?,-10%,-5%,4%,-1%,3%
CCc1ccc2[nH]c(=O)c(CN(CCN(CC)CC)C(=O)NC3CCCCC3)cc2c1,0%,5%,0%,-6%,-12%,8%,-1%,0%
CO/N=C\c1cc(C(=O)c2ccc(Cl)cc2Cl)cn1C,3%,-15%,-10%,-4%,11%,-14%,?,-13%
O=C(Nc1ccc(F)cc1F)Nc1sccc1-c1nc2ccccc2s1,0%,?,?,14%,12%,?,.,24%
NC(=S)Nc1cccc(Cl)c1,-2%,2%,-11%,1%,-18%,-15%,.,4%
Cc1nnc(SCC(=O)NNC(=O)c2ccco2)n1-c1ccccc1,1%[53 µM],3%,4%,1%[53 µM],-21%,-2%,-6%,61%[activator]
S=C([S-])NCCNC(=S)[S-].[Zn+2],?,.,.,?,-1%,.,11µM*,.
CC(C)N(Cc1ccccc1)C(=S)Nc1ccccc1F,-2%,2%,-10%,-6%,5%,-3%,-12%,-5%
Cc1cccc(OCC(=O)N/N=C\C=C\c2ccc3c(c2)OCO3)c1C,-1%,-2%,-18%,1%,-8%,-6%,16%,-2%
Cc1ccc(NC2=C(NCCO)C(=O)c3ccccc3C2=O)cc1,1%,?,22µM*,-8%,14%,?,22µM*,?
CCOC(=O)CC1C(=O)NCCN1S(=O)(=O)c1ccc(Cl)cc1Cl (centres undefined),-4%,-5%,0%,8%,-13%,-7%,-12%,5%
N/C(=N\OC(=O)c1cccs1)C1(c2ccc(Cl)cc2Cl)CC1,1%,-10%,-15%,-2%,3%,-29%,?,11%

# Quoted at random: three records from the list, in no set order.
SMILES,TexasRed fluor,Tau fibril FP,Tau ThT inhib,TRb SRC2 PPI,aGal spleen mod,Tau fluor counter,ALDH1A1 inh,L3MBTL1 block
COc1ccc(CCN2C(=O)CCC2(C)C(=O)NCc2cccnc2)cc1OC (centres undefined),-1%,-3%,6%,0%,-4%,4%,2%,.
Cc1ccc(C)c(CSc2cn(CCNC(=O)c3ccccc3F)c3ccccc23)c1,2%,-1%,?,9%,.,?,.,.
Cc1ccc(NC(=O)C2CCN(c3nc(C)cc(C)n3)CC2)cc1,2%,5%,0%,7%,4%,0%,?,-5%

# Further results.
SMILES,TexasRed fluor,Tau fibril FP,Tau ThT inhib,TRb SRC2 PPI,aGal spleen mod,Tau fluor counter,ALDH1A1 inh,L3MBTL1 block
CCCSCCCNC(=O)c1ccc(C)c(NC(=O)c2nsc3ccccc23)c1,-3%,-2%,-5%,7%,.,-12%,.,.
N#Cc1cc2c(nc1SCc1cccnc1)CCC2,-4%,-5%,-4%,-1%,6%,-3%,?,.
O=C1CC(c2ccccc2F)c2c(c3ccccc3[nH]c2=O)O1 (centres undefined),-1%,-3%,.,-1%,-1%,13%,.,.
CC1=CC(C)C2COC(c3ccc[n+](C)c3)C1C2C (centres undefined),1%,-3%,-2%,6%,0%,-3%,1%,15%

# Two of these compounds in another layout.
# Sequence of screens – TexasRed fluor, Tau fibril FP, Tau ThT inhib, TRb SRC2 PPI, aGal spleen mod, Tau fluor counter, ALDH1A1 inh, L3MBTL1 block
CCCSCCCNC(=O)c1ccc(C)c(NC(=O)c2nsc3ccccc23)c1
→ -3%, -2%, -5%, 7%, ., -12%, ., .
N#Cc1cc2c(nc1SCc1cccnc1)CCC2
→ -4%, -5%, -4%, -1%, 6%, -3%, ?, .

# Screening data deposited in PubChem by National Center for Advancing Translational Sciences (NCATS).
